MrgX1 allo act – positive allosteric modulators of MrgX1, primary screen, HEK293 cells, Fluo-4 calcium flux; FDSS; active compounds read high; B-score at 10 µM; AID 588675, 2011; 0.63% of 310,000 active;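 active = plate-corrected calcium response at least 3 library SD above typical, normal starting fluorescence, not activating the receptor alone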;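 note: compound read alongside a low EC10 to EC30 dose of BAM8-22 agonist; peak minus trough fluorescence over baseline measured at the second addition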
Target sequence (Q96LB2 whole entry, looked up): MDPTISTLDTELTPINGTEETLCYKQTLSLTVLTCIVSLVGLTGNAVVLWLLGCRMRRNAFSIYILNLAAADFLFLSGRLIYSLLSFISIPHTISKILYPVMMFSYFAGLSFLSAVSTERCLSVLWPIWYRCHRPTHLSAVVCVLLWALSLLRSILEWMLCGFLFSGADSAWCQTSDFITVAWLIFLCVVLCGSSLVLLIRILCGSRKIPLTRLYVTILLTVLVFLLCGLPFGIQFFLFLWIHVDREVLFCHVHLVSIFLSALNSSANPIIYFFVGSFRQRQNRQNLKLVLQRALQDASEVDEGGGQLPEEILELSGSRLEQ
RGS4 act – RGS4 potentiators or activators, primary screen, cell-based, HEK293 M3R inducible RGS4, calcium flux; 0.92% of 310,000 active; AID 463111, 2010; B-score at 10 µM; carbachol calcium flux Fluo4; active compounds read low;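 active = B-score of the integrated calcium signal more than 4 SD below the library mean, with starting fluorescence not abnormally high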;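 note: negative B-score means reduced calcium response which marks RGS4 activation or potentiation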
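Material: M3R-expressing HEK293 line, RGS4 induced by doxycycline | Schedule: Overnight RGS4 induction, 30 min dye load 37 °C, 20 min compound RT | Measured by: Fluo4 fluorescence kinetic imaging of calcium | Read-out: Integrated calcium ratio converted to B score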
KCNK9 inh – KCNK9 potassium channel inhibitors, primary screen, HEK293 cells, thallium flux. Potassium channel subfamily K member 9 (Homo sapiens), Q9NPC2. FluxOR thallium flux fluorescence; active compounds read low. B-score at 10 µM. 1.2% of 310,000 active;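 active = ratio B-score over 3 SD below the library mean, with starting fluorescence within 5 SD of its mean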;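 note: negative B-score means less thallium flux so channel inhibition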
Target sequence (Q9NPC2 whole entry, looked up): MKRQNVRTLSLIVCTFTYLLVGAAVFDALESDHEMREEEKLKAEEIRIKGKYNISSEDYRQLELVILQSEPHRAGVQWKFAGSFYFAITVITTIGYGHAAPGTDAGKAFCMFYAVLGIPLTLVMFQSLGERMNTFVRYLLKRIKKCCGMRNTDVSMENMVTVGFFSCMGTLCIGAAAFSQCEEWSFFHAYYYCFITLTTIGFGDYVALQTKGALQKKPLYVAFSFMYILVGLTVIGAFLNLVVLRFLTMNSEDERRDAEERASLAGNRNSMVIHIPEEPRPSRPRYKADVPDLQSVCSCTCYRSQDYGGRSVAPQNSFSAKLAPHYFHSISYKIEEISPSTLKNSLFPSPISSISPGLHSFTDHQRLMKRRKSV
KCNK3 block – human KCNK3 channel inhibitors, primary screen, CHO cells, FluxOR thallium flux, B-score | FluxOR fluorescence; active compounds read low | B-score at 10 µM | 0.84% of 340,000 active | AID 602410, 2012;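 active = B-score under library mean minus 4 SD, starting fluorescence ratio at most library mean plus 5 SD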;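 note: more negative B-score means stronger inhibition of thallium flux through KCNK3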
Target sequence (O14649 whole entry, looked up): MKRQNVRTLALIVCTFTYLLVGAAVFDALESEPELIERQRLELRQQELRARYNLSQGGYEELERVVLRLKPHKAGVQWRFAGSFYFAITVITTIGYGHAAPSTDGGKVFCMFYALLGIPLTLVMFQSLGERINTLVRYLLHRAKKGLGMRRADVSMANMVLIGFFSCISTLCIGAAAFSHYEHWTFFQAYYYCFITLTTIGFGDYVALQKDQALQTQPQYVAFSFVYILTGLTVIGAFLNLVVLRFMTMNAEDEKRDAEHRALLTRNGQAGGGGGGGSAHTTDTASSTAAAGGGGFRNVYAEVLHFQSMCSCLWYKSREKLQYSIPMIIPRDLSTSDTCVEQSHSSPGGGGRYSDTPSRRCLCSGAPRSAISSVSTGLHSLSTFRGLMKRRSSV
ANO1 block – TMEM16A chloride channel inhibitors, primary screen, cell-based, HTS; Anoctamin-1 (Mus musculus), Q8BHY3; HEK293 TMEM16A/YFP iodide influx fluorescence, ionomycin; normalized B-score (activity score, 25-100; higher = stronger inhibition) at 10 µM; 1.2% of 310,000 active;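 active = ratio plate-corrected score three or more library SD toward inhibition, starting fluorescence score within five deviations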;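 note: score derived from kinetic fluorescence span divided by baseline fluorescence per well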
ANO1 activ – TMEM16A chloride channel activators or potentiators, primary screen, cell-based, HTS; Anoctamin-1 (Mus musculus), Q8BHY3; HEK293 TMEM16A/YFP-H148Q/I152L, iodide quench fluorescence; active compounds read low; B-score at 10 µM; 0.3% of 340,000 active;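 active = fluorescence-ratio B-score plate-corrected deviation score at least 3 library SD below zero, with starting fluorescence score within 5 deviations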;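 note: channel opened by trigger with iodide after compound preincubation; score built on the fluorescence ratio of max minus min over baseline; more negative score means more quench and so TMEM16A activation or potentiation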
RGS4 block – RGS4 inhibitors, primary screen, cell-based, HEK293 M3R inducible RGS4, calcium flux | Regulator of G-protein signaling 4 (Homo sapiens), P49798 | Fluo-4 calcium flux; active compounds read high; triggered by carbachol at its EC20 | B-score at 10 µM | 0.45% of 310,000 active;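 active = B-score, a plate-corrected calcium signal, over three deviations above library mean, with baseline fluorescence within five deviations of library mean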;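 note: RGS4 expression induced by doxycycline in cells with stable M3 receptor; B-score is computed from the integrated fluorescence ratio over baseline after carbachol; higher B-score means a larger calcium signal and so more RGS4 inhibition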
hERG rescue – hERG rescue from dofetilide block, primary screen, cell-based, CHO-hERG, FluxOR thallium flux, dofetilide IC70; dofetilide IC70 present; 0.51% of 310,000 active; activation (rescue from dofetilide block), less the hit threshold, % at 10 µM; Voltage-gated inwardly rectifying potassium channel KCNH2 (Homo sapiens), Q12809;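 active = activation above the mean of controls blocked by dofetilide plus 5 SD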;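 note: thallium influx through hERG after potassium depolarization seen as dye fluorescence rise; in these data hits start at about 4.7%; inactives centre near -7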
KCNQ1 inh – inhibitors of human KCNQ1 channel, primary screen, cell-based, thallium flux, high-throughput; AID 2642, 2010; 1.3% of 310,000 active; B-score at 10 µM; Potassium voltage-gated channel subfamily KQT member 1 (Homo sapiens), P51787; CHO-K1 KCNQ1, FluxOR thallium flux fluorescence; active compounds read high;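 active = compounds whose thallium flux B-score, printed positive for inhibition, exceeds three library SD while starting fluorescence stays within three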;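 note: channel opened by potassium depolarization with thallium stimulus after 20 min compound exposure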
KCNQ1 pot – potentiators or activators of KCNQ1 channel, primary screen, cell-based, thallium flux, high-throughput; Potassium voltage-gated channel subfamily KQT member 1 (Homo sapiens), P51787; CHO-K1 KCNQ1, thallium flux FluxOR fluorescence; active compounds read high; B-score at 10 µM; 0.35% of 310,000 active; AID 2648, 2010;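 active = fluorescence ratio B-score, a plate-corrected score, at least three library SD, with initial intensity B-score within 5 SD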
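Assay system: stable KCNQ1 CHO-K1 line; medium: assay buffer, equal DMSO in all wells; timing: 90 min dye loading and 20 min compound exposure, both at room temperature; technique: kinetic FluxOR thallium fluorescence, 10-s 1-Hz baseline, 110-s post-stimulus read; read-out basis: B score of baseline-normalized fluorescence ratio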
MrgX1 agonist – agonists of human MrgX1 receptor, primary screen, HEK293 cells, Fluo-4 calcium flux | Mas-related G-protein coupled receptor member X1 (Homo sapiens), Q96LB2 | B-score at 10 µM | AID 588627, 2011 | Fluo-4 calcium fluorescence, agonist mode; active compounds read high | 0.44% of 310,000 active;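 active = calcium response B-score plate-corrected fluorescence ratio at least 3 library SD, with starting fluorescence B-score inside 5 SD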
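Test system: HEK293 cells stably expressing human MrgX1 receptor; Input: fifteen thousand cells per well; Dosing: compound delivered in addition one of three; Schedule: overnight seeding, then 1 h dark dye loading; Technique: Fluo-4 NW calcium fluorescence; Measure: B-scored fluorescence response ratio; Controls: positive and negative controls per plate.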
Active calls of the source: *; i = inactive; / = no result given.

SMILES	MrgX1 allo act	RGS4 act	KCNK9 inh	KCNK3 block	ANO1 block	ANO1 activ	RGS4 block	hERG rescue	KCNQ1 inh	KCNQ1 pot	MrgX1 agonist
Cc1csc(NC(=O)CSc2nnc(NC(=O)COc3ccc(Cl)cc3)s2)n1	i	i	i	i	i	i	i	-5	i	i	i
O=C(CCCOc1ccccc1)Nc1ccccc1C(F)(F)F	i	i	i	i	i	i	i	-7	i	i	i
Cc1cc(C)cc(-n2nnn(C3C/C(=N/NC(N)=S)C4OCC3O4)c2=S)c1 (centres undefined)	i	i	i	i	i	i	i	-13	i	i	i
CC(=O)Nc1ccc(SCC(=O)c2cc(C)n(Cc3cccs3)c2C)cc1	i	i	i	i	i	i	i	-4	i	i	i
O=C(NCCCN=C1NS(=O)(=O)c2ccccc21)c1ccccc1Cl	i	i	i	i	i	i	i	-8	i	i	i
Cc1nnc(SCC(=O)NCc2ccc(Cl)cc2)[nH]c1=O	i	i	i	i	i	i	i	-7	i	i	i
CC12C(=O)N(CCC(=O)O)C(=O)C1C1C=CC2C1 (centres undefined)	i	i	i	i	i	i	i	-4	i	i	i
OC(COc1ccc(Br)cc1)CN1CCN(c2ccccc2)CC1 (centres undefined)	i	i	i	i	i	i	i	-6	i	i	i
CC(C)(C)OC(=O)N1CCC[C@H]1c1nnc(SCc2c(Cl)cccc2Cl)o1	i	i	i	i	i	i	i	-16	i	i	i
O=C(CSc1nnnn1-c1cccnc1)Nc1ccc(F)cc1F	i	i	i	i	i	i	i	-9	i	i	i
Cc1ccc(S(=O)(=O)n2nc(-n3c(C)ccc3C)c3c(F)cccc32)c2ccccc12	i	i	i	i	i	i	i	-1	i	i	i
C/C(=N\Nc1nc(-c2cc(C)ccc2C)cs1)c1cc2ccccc2oc1=O	i	i	i	i	i	i	i	-3	i	i	i
CCCN1CCC(NC(=S)Nc2cccc(Cl)c2Cl)CC1	i	i	i	i	i	i	i	-18	i	13*	i
Cc1nc2nc(SCC(=O)NCCCN3CCCC3)nn2c(C)c1Cc1ccccc1Cl	i	-8.2*	i	i	i	i	i	-7	i	i	i
CCc1nn(C(C)C(=O)NCc2cccc(OC)c2)c(=O)c2cc3occc3n12 (centres undefined)	i	i	i	i	i	i	i	-8	i	i	i
O=C(Cn1cnc(S(=O)(=O)N2CCCCC2)c1)Nc1ccc(OC(F)(F)F)cc1	i	i	i	i	i	i	i	-2	i	i	i
N#Cc1c(/N=C/c2ccco2)sc2c1CCCCC2	i	i	i	i	i	i	i	-13	i	i	i
O=C(c1ccc(Cl)c(S(=O)(=O)NCc2ccco2)c1)N1CCN(c2ccc(F)cc2)CC1	i	i	i	i	i	i	i	-9	i	i	i
COC(=O)Cn1c(=O)cnc2ccccc21	i	i	i	i	i	i	i	-3	i	i	i
CCS(=O)(=O)c1ccc2c(c1)N(S(=O)(=O)c1ccc(OC)cc1)CC(C(=O)O)O2 (centres undefined)	i	i	i	i	i	i	i	-10	i	i	i
CCOc1ccccc1NC(=O)/C(C#N)=C/c1c(C)nn(-c2ccccc2)c1Cl	i	i	i	i	i	i	i	-5	i	i	i
Cc1ocnc1C(=O)Nc1ccc(Cl)cc1	i	i	i	i	i	i	i	-1	i	i	i
COCCCNC(=O)c1c(N)n(-c2ccc(S(N)(=O)=O)cc2)c2nc3ccccc3nc12	i	i	i	i	i	i	i	-2	i	i	i
CCOc1ccc(NC(=O)CSc2nc3c(c(=O)n2C)SC(C)C3)cc1 (centres undefined)	i	/	/	i	i	i	/	/	/	/	i
CCc1ccc(C2C(C#N)=C(N)Oc3cc(N)ccc32)cc1 (centres undefined)	i	i	i	i	i	i	i	0	i	i	i
COc1ccc(-n2c(=O)[nH]cc(C(=O)Nc3ccccc3)c2=O)cc1	i	i	i	i	i	i	i	-1	i	i	i
CCN(CC)Cc1oc(-c2ccccc2)cc1C(=O)O	i	i	i	i	i	i	i	0	i	i	i
Cc1cc(=O)[nH]c(SC/C=C/c2ccccc2)n1	i	i	i	i	i	i	i	-5	i	i	i
C[C@@H](NC(=O)[C@@H]1Cc2ccccc2CN1C(=O)OC(C)(C)C)C(=O)NC1CCCC1	i	i	i	i	i	i	i	-10	i	i	i
Cn1c2ccccc2c2nnc(SCC(N)=O)nc21	i	i	i	i	i	i	i	-7	i	i	i
COc1ccc(C(=O)c2oc3ccccc3c2NC(C)=O)cc1	i	i	i	i	i	i	i	-8	i	i	i
COc1ccc(NS(=O)(=O)c2cc(C(=O)O)ccc2C)cc1	i	i	i	i	i	i	i	3	i	i	i
Cc1nnc(SCC(=O)c2c(N)n(Cc3ccccc3)c(=O)n(C)c2=O)n1C	i	i	i	i	i	i	i	-7	i	i	i
Cc1cc(C)cc(C(=O)N2CCCCCC2)c1	i	i	i	i	i	i	i	-18	i	i	i
O=C1c2ccccc2S(=O)(=O)N1CC1CC(c2ccccc2Cl)=NO1 (centres undefined)	i	i	i	i	i	i	i	-9	i	i	i
CS(=O)(=O)NN1C(=O)c2ccccc2NC1c1cccc(O)c1 (centres undefined)	i	i	i	i	i	i	i	-6	i	i	i
O=C1NCCC/C1=N/Nc1cc(F)ccc1F	i	i	i	i	i	i	i	-5	i	i	i
O=C1CC(c2ccsc2)c2ccc3ccccc3c2N1 (centres undefined)	i	i	i	i	i	i	i	-3	i	i	i
NS(=O)(=O)c1ccc(CNC(=O)/C=C/c2cccc([N+](=O)[O-])c2)cc1	i	i	i	i	i	i	i	-2	i	i	i
Cc1ccc(-c2csc3ncnc(N4CCN(Cc5ccccc5)CC4)c23)cc1	i	i	i	-11*	i	i	i	-11	i	i	i
CCOC(=O)CSc1cccc2cccnc12	i	i	i	i	i	i	i	-6	i	i	i
COc1ccc(Cn2cnc([N+](=O)[O-])c2)cc1[N+](=O)[O-]	i	i	i	i	i	i	i	-10	i	i	i
S=C(Nc1ccc(Br)cc1Cl)Nn1cnnc1	i	i	i	i	i	i	i	-11	i	i	i
Cc1cc(C)n(-c2nc3ccccc3nc2N2CCN(S(=O)(=O)c3ccc4ccccc4c3)CC2)n1	i	i	i	i	i	i	i	-4	i	i	i
COc1ccccc1C(=O)NNC(=O)CN1C(=O)c2ccccc2C1=O	i	i	i	i	i	i	i	-8	i	i	i
CC(C)c1ccc(C2NC(=S)NC3=C2C(=O)CC(C)(C)C3)cc1 (centres undefined)	i	i	i	i	i	i	i	-6	i	i	i
Cc1ccc(/C=C/C(=O)OCn2nnc3ccccc3c2=O)o1	i	i	i	i	i	i	i	-5	i	i	i
COc1n[nH]c(C(=O)Nc2nc3ccccc3s2)c1[N+](=O)[O-]	i	i	i	i	i	i	i	-7	i	i	i
CCOC(=O)c1nc[nH]c1C	i	i	i	i	i	i	i	-16	i	i	i
COc1ccc(C(c2c(O)cc(C)oc2=O)c2c(O)cc(C)oc2=O)cc1	i	i	i	i	i	i	i	-13	i	i	i
COc1ccc([C@@H]2[C@@H]3C(=O)N(C(C)(C)C)C(=O)[C@@H]3[C@]3(Cc4ccccc4)C(=O)N(c4ccc(OC)cc4)C(=O)N23)cc1	i	i	i	i	i	i	i	-11	i	i	i
Cc1ccnc(NS(=O)(=O)c2ccc(NC(=O)Cc3ccc(Br)cc3)cc2)n1	i	i	i	i	i	i	i	-6	i	i	i
S=C(NCc1ccco1)NC1CCCc2ccccc21 (centres undefined)	i	i	i	i	i	i	i	-6	i	i	i
COc1ccc(CCn2c(=N)c(C(=O)NC3CCCCC3)cc3c(=O)n4ccccc4nc32)cc1	i	i	i	i	i	i	i	-24	i	i	i
C=CCn1c(=O)c2ccccc2n2c(SCC(=O)c3ccccc3)nnc12	i	i	i	i	i	i	i	-8	i	i	i
CCCC(c1nnnn1Cc1ccc(OC)cc1)N1CCN(c2ccccc2)CC1 (centres undefined)	/	i	i	i	/	i	i	-2	i	i	/
CC(=O)Nc1ccc(S(=O)(=O)N2CCN(c3cc(C)nc4ncnn34)CC2)cc1	i	i	i	i	i	i	i	-12	i	i	i
COc1ccc(C(=O)NCC2(N3CCCCC3)CCCCC2)cc1S(=O)(=O)N(C)C	i	i	i	i	i	i	i	-11	i	i	i
CC(C)c1c(C(=O)N/N=C/c2ccc3c(c2)OCO3)nnn1-c1nonc1N	i	i	i	i	i	i	i	-6	i	i	i
CCc1c(C(=O)Nc2cc(C(=O)OC)ccc2C)csc1C	i	i	i	i	i	i	i	-13	i	i	i

Other results.
SMILES	MrgX1 allo act	RGS4 act	KCNK9 inh	KCNK3 block	ANO1 block	ANO1 activ	RGS4 block	hERG rescue	KCNQ1 inh	KCNQ1 pot	MrgX1 agonist
COc1cccc(C2=NOC(C(=O)Nc3cc(C)nn3-c3ccccc3)C2)c1OC (centres undefined)	i	i	i	i	i	i	i	-10	i	i	i
COc1ccc(C(=O)COC(=O)[C@H](C)Nc2ccc(C(F)(F)F)cc2[N+](=O)[O-])c(OC)c1	i	i	i	i	i	i	i	-9	i	i	i
COc1ccc(NC(=O)C2CSC3c4ccccc4C(=O)N23)cc1 (centres undefined)	i	i	i	i	i	i	i	-7	i	i	i
CC12COC3(C(=O)Nc4ccccc4F)CC1CCC32C (centres undefined)	i	i	i	i	i	i	i	-8	i	i	i
O=C(CSc1cnc2ccccc2n1)c1ccc(F)cc1	i	i	i	i	i	i	i	-13	i	i	i

From PubChem BioAssay

Outcome played no part in choosing rows (roughly 6.3% active in at least one column).
